GRP78 ERSR act – qHTS for Inducers of the Endoplasmic Reticulum Stress Response (ERSR) in Human Glioma: qHTS; AID 602332, 2012; 420,000 tested, 0.02% active; Potency, µM, inactives show top-dose activation, most hits filed as activators; U87-MG GRP78 promoter luciferase reporter, 16 h; further: potency means the concentration at half of the fitted maximal effect; series mostly up to about 76 µM; % of control where 0% means no effect; nearly all actives have a fitted effect of over 35% in size
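Stably transfected U87-MG human glioma cells carrying a GRP78-based luminescent sensor were seeded at 1000 cells/well, pin-dosed with compounds and incubated 16 h. Luciferase reagent was then added, and end-point luminescence was read after 10 min at room temperature.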
Vif-APOBEC3G blk – qHTS for Inhibitors of Vif-A3G Interactions: qHTS; 410,000 tested, 0.076% active; Potency, µM (top dose mostly 46.1 µM), without a hit: at the highest dose activity, negative = active, actives largely listed as inhibitors; DNA dC->dU-editing enzyme APOBEC-3G (Homo sapiens), Q9HC16; HeLa A3G-eYFP + Vif (tagged APOBEC3G with the HIV-1 protein that degrades it), YFP fluorescence, overnight;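 further: potency means the concentration at half of the fitted maximal effect; on the % scale 0 is the no-effect control and ±100 the full control effect; nearly all actives have a fitted effect of over 60% in size; hits raise eYFP signal because A3G escapes Vif-driven loss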
Target sequence (Q9HC16 whole entry, looked up): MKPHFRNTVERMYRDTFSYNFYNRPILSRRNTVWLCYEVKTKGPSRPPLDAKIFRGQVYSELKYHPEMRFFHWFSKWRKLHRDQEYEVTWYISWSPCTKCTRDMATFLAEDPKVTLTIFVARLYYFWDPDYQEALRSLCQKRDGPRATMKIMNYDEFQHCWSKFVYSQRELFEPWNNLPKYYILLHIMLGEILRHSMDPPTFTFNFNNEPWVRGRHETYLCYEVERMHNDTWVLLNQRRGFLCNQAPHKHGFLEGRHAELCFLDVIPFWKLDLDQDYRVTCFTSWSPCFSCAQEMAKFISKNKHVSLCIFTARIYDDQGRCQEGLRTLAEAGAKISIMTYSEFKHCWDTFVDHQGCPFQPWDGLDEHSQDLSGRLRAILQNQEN
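HeLa cells stably expressing Vif and C-terminally eYFP-tagged A3G, seeded overnight at 37 deg C, then exposed to compound by pintool overnight at 37 deg C. Rise in yellow fluorescence (Ex 488/Em 500-530, Acumen) marks blocked Vif-driven A3G degradation.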
D2 potentiator – HTS Assay for Positive Allosteric Modulators of the Human D2 Dopamine Receptor: Primary Screen for Potentiators; AID 485347, 2010; HEK293 T-REx D2, calcium flux, EC20 dopamine potentiation; 340,000 tested, 0.34% active; potentiation, % at 10 µM;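 active means potentiation over 3 SD above the plate norm, cut at about 30% in these data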; further: 0% is about no effect
Target sequence (P14416 whole entry, looked up): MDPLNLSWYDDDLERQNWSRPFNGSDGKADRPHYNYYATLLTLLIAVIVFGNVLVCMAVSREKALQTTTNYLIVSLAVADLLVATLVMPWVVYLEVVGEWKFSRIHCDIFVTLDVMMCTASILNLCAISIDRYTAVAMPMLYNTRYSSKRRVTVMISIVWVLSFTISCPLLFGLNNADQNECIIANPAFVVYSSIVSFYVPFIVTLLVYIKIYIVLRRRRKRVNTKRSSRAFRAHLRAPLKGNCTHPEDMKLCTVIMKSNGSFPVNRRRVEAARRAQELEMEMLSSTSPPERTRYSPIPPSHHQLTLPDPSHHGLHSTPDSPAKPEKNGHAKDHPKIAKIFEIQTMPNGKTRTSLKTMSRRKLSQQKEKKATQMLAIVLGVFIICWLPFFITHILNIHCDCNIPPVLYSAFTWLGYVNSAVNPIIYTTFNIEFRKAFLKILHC
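Using a no-wash calcium dye in inducible, force-coupled HEK293 Trex cells expressing D2, we tracked fluorescence each second for 180 s after compound, then for 180 s after EC20 dopamine to detect augmented signalling.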
D1 antagonist – Antagonist of Human D 1 Dopamine Receptor: qHTS. D(1A) dopamine receptor (Homo sapiens), P21728. 360,000 tested, 3.2% active. activity change, negative = inhibition, % at 10 µM. HEK293 TREx D1 cells, calcium flux, dopamine EC80; active compounds read low. AID 504652, 2011; in the data active means activity change below about -30%; further: on the % scale 0 is the no-effect control and ±100 the full control effect
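Allosteric or orthosteric antagonism assessed as attenuation of the calcium response to EC80 dopamine, added 180 s after compound, in induced HEK293 Trex D1 cells loaded with no-wash calcium dye.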
Vif-A3F inh – qHTS for Inhibitors of Vif-A3F Interactions: qHTS; HeLa A3F-eYFP + Vif (tagged APOBEC3F with the HIV-1 protein that degrades it), YFP fluorescence increase; Potency, µM (doses to about 46.1 µM), without a hit: at the top dose activity, negative = active; 390,000 tested, 0.2% active; AID 602313, 2012; further: potency means the concentration at half of the fitted maximal effect; % of control where 0% means no effect; nearly all actives have a fitted effect of over 65% in size
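HeLa cells stably expressing A3F-eYFP plus Vif, plated and incubated overnight at 37 deg C, then exposed to compounds overnight at 37 deg C. Blocked degradation read as raised yellow fluorescence (Ex 488/Em 500-530).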
D1 potentiator – Potentiators of Human D1 Dopamine Receptor: qHTS. potentiation, % at 10 µM. AID 504651, 2011. 360,000 tested, 0.036% active. HEK293 TREx D1 cells, calcium flux, dopamine EC20 potentiation. D(1A) dopamine receptor (Homo sapiens), P21728; in the data active means potentiation above about 30%; further: 0% is about no effect
RXFP1 ag – qHTS Assay for Agonists of the Relaxin Receptor RXFP1. Relaxin receptor 1 (Homo sapiens), Q9HBX9. HEK293T-RXFP1 cAMP TR-FRET, 30 min; response scale: percent of porcine relaxin response, buffer zero. Potency, µM (titrated, usually from 57.5 µM), for inactives: at the top dose activation, most hits filed as activators. 370,000 tested, 0.3% active; further: potency means the concentration at half of the fitted maximal effect; on the % scale 0 is the no-effect control and ±100 the full control effect; nearly all actives have a fitted effect of over 60% in size; many of its hits are not listed in these tables
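cAMP rise read by TR-FRET after 30 min, 37C compound exposure (up to 58 uM) in RXFP1-transfected HEK293 cells with Ro 20174 present. EC50 from Hill-equation fits, with 29 nM porcine relaxin as 100% and buffer as basal.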
D1 agonist – Allosteric Agonists of the Human D1 Dopamine Receptor: qHTS | D(1A) dopamine receptor (Homo sapiens), P21728 | HEK293 T-REx D1 cells, calcium flux, agonist mode | activation, % at 2 µM | 360,000 tested, 1% active | AID 504660, 2011; in the data active means activation above about 30%; further: 0% is about no effect
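Tetracycline-induced HEK293 TREx D1 cells, force-coupled to calcium signalling, were dye-loaded with a no-wash calcium kit. Compound was pin-added after a 10 s baseline. Fluorescence was read kinetically at 1 cycle/s for 180 s, with calcium rises flagged as agonism.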
LDHA inh – qHTS assay for inhibitors of human lactate dehydrogenase | activity change, % (values are at about 110 or 230 µM) | 480,000 tested, 0.15% active | purified LDHA, NADH/diaphorase-resazurin fluorescence; active compounds read low | L-lactate dehydrogenase A chain (Homo sapiens), P00338; in the data active means activity change below about -30%; inconclusive means mostly about -25% to -30%;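 further: plate controls were DMSO wells for no effect and wells without enzyme for full effect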
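LDH5 2 nM; NADH 0.06 mM, pyruvate 0.2 mM; 200 mM Tris pH 7.4, EDTA, Tween-20; 5 min RT. Detection: diaphorase 0.133 mg/mL + resazurin 37 µM, fluorescence ex540/em590 at 0 and 20 min; normalized to enzyme-free and DMSO wells.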
The depositor's hits bear a star; ? = inconclusive; / = not tested or not shown; & = joins results of further samples. Unless noted, the call rests on the fitted dose curve; in most records, active means well fitted curve in the direction sought with a large enough effect; inconclusive means small, poorly fitted or top-dose-only effect, or another doubt; inactive means no such curve, though single readings can be large; an effect the other way counts as inactive or inconclusive. This is a subset, so the mix of outcomes need not match the whole.

SMILES	GRP78 ERSR act	Vif-APOBEC3G blk	D2 potentiator	D1 antagonist	Vif-A3F inh	D1 potentiator	RXFP1 ag	D1 agonist	LDHA inh
Cc1ccc(S(=O)(=O)N2CCOCC2)cc1NC(=O)COC(=O)c1ccc(Cl)nc1	-7%	-1%	/	/	0%	/	/	/	-12
C/C(=N\NC(=O)c1nnn(-c2nonc2N)c1CN(C)C)c1ccco1	1%	4%	7	19	0%	5	0.3%	4	-16
CCOC(=O)N1CCN(C(=O)c2ccc(C#CC3(O)CCCCC3)cc2)CC1	-4%	-1%	8	1	-4%	-4	-1.0%	2	-1
CCN(c1cccc(C)c1)C1C(=O)c2ccccc2N1C(C)=O (stereo not given)	-7%	-1%	-2	7	13%	-2	-0.8%	1	31
O=C(NCCN1CCN(c2cccc(Cl)c2)CC1)C1CCCN(S(=O)(=O)c2cnc[nH]2)C1 (stereo not given)	-4%	2%	-17	-17	-5%	/	-0.2%	10	-4
CNC(=O)c1[nH]cnc1C(=O)Nc1cccc(OC)c1	9%	-1%	6	8	2%	-1	-2.9%	-2	-2
COC(=O)c1cn(C(C)C(=O)NCc2ccco2)c2ccccc12 (stereo not given)	0%	0%	-5	2	3%	-5	1.5%	2	-7
Cc1ccc(S(=O)(=O)N(C)C)cc1NC(=O)CCc1ccccc1	-4%	1%	-4	-8	-2%	-5	0.7%	3	1
CC(Nc1ccccc1CO)C(=O)Nc1cccc(Cl)c1Cl (stereo not given)	1%	2%	6	-61*	-4%	-5	-0.3%	1	-9
Cc1c(/C=N/O)sc2ccccc12	7%	-13%	0	6	-26%	-1	1.8%	1	0
NC(=O)Cn1nnc(-c2ccccc2NC(=O)c2cnccn2)n1	-2%	0%	-1	3	0%	-1	0.3%	2	1
COc1ccccc1N=C1SCC(=O)N1Cc1ccco1	-9%	2%	-1	-14	-4%	-3	1.6%	1	-11
O=C(c1ccc2c(c1)N(Cc1cccc(F)c1)C(=O)c1ccccc1S2)N1CCOCC1	-3%	-3%	16	10	3%	3	2.0%	0	-7
Cc1ccc(NC(=O)C2CCN(S(=O)(=O)c3cnc[nH]3)CC2)nc1	2%	0%	15	-28	-7%	-1	1.0%	1	-2
CCOC(=O)CC1=C(C(=O)OCC)C(c2ccc(C)o2)C(C#N)=C(N)O1 (stereo not given)	-4%	-1%	-3	1	-1%	-1	-0.2%	3	9
C=CCn1ccc2c([N+](=O)[O-])cccc2c1=O	-1%	-1%	/	-3	4%	-2	5.4%	5	-6
COc1ccccc1C(=O)N1CCN=C1SCc1cccnc1	-4%	1%	4	1	8%	-1	2.5%	4	-4
O=c1c2c3c(sc2n(CCN2CCCCC2)c(=O)n1Cc1ccco1)CCCCC3	-2%	3%	-23	-8	-3%	2	-0.2%	1	8
Cc1ccc(OCCC(=O)Nc2ccc(F)c(Cl)c2)cc1	-1%	-2%	-3	-26	-7%	-6	1.3%	5	-4
N#Cc1ccc(-n2nnc3ccccc3c2=O)c([N+](=O)[O-])c1	-4%	-5%	/	/	-17%	/	/	/	-4
O=c1ccnc(SCn2nnc3ccccc3c2=O)[nH]1	-6%	-12%	0	0	-4%	3	30%	0	-2
COc1ccc(CCn2c(C)c(C(C)=O)c3cc(OC(=O)c4ccco4)ccc32)cc1OC	-4%	-8%	-11	-6	-8%	1	-1.0%	-2	1
COC(=O)CC/C(O)=C1/C(=N)CC(C)(C)CC1=O	2%	-10%	0	4	0%	-3	0.1%	1	-5
COc1cc(CN2CCC(C(=O)NCC(C)(C)CN(C)C)CC2)ccc1OCc1ccccc1	0%	1%	12	16	1%	6	-0.1%	2	?
c1csc(-c2nnc(COc3ncnc4sccc34)o2)c1	-1%	-6%	8	44	-31%	-1	15%	7	-7
CCC(C)[C@H](NC(=O)[C@@H]1CSC2c3ccccc3C(=O)N21)C(=O)NCc1ccncc1 (stereo not given in full)	-3%	1%	-3	-9	-1%	0	2.6%	1	-2
CC1=NN(c2ccccc2)C(=O)C1=C(C)C	-2%	-6%	2	30	-6%	-11	0.9%	6	2
O=C(CSc1ccc2c(c1)OCCO2)Nc1ncc(Cl)cc1Cl	-3%	4%	8	/	-1%	-3	-0.2%	9	7
Cc1ccc(Cl)cc1N1CCN(S(=O)(=O)c2ccc3[nH]c(=O)c(=O)[nH]c3c2)CC1	-4%	-13%	/	-7	5%	-2	5.4%	25	-10
CC(C)Cn1c(-c2ccc(S(=O)(=O)N3CCCC3)cc2)csc1=Nc1ccccc1	0%	0%	15	5	-4%	-3	1.3%	0	2
CCC(C)N(C(=O)CSc1nc(C)nc2ccccc12)C1CCS(=O)(=O)C1 (stereo not given)	-2%	0%	10	11	-13%	-12	2.7%	1	-6
CC(C)C[C@H]1COc2cc(Br)ccc2S(=O)(=O)N1	-2%	2%	/	/	1%	/	/	/	-5
N#CC1=C(N)N2C(=C(C#N)C13CCCCC3)SC1CCCCC12O (stereo not given)	-2%	5%	0	-15	0%	-7	1.0%	3	-7
CC(C)NC(=O)CSCc1ccccc1Cl	1%	2%	0	-9	-5%	1	2.2%	1	-5
CCc1cc(=O)oc2c(C)c(OCC(=O)NCCCn3ccnc3)ccc12	-1%	-3%	3	13	2%	-1	2.0%	2	-1&0
Cc1cc(-c2nnc(SCC(=O)c3ccc(F)cc3)o2)no1	0%	-5%	4	-12	-17%	-5	7.2%	6	-5
Cn1c(CN2CCCCC2)c(C#N)c2ccccc21	-4%	0%	-23	7	-1%	-5	1.9%	6	-5
CCc1nnc(NS(=O)(=O)c2ccc(NC(=O)Nc3ccc(OC)cc3)cc2)s1	-1%	-1%	-2	6	7%	-4	-1.4%	2	-7
COc1cc(C(=O)n2nc(C)c(Sc3ccc(Cl)cc3)c2C)cc(OC)c1OC	0%	6%	-12	-6	-2%	-3	-2.2%	10	-1
COCCN1C=C2C(=O)C(C)(OC(=O)CCC(=O)OC)C(=O)C=C2C=C1C1CC1 (stereo not given)	3%	-2%	-5	14	0%	-4	0.0%	2	19
Cc1cc(C=O)c(C)n1-c1ccc(NC2CCCCC2)c([N+](=O)[O-])c1	-8%	0%	-2	-2	13%	5	-0.8%	2	4
Cc1nc(SC(C)C(=O)NCC2CCCO2)c2cc(-c3ccccc3)sc2n1 (stereo not given)	-1%	4%	4	-9	-11%	-10	1.5%	10	0
Cc1cc(C(=O)Cn2ncc(Cl)c(Cl)c2=O)c(C)n1CC(F)(F)F	-14%	?	0	2	-11%	4	2.4%	0	2
Cc1cc(C(=O)N/N=C/c2cccc(Cl)c2Cl)no1	6%	-4%	-8	-1	1%	-12	0.9%	1	0
COC(=O)c1ccccc1NC(=O)CNC(=O)c1ccc(OC)cc1	2%	-4%	14	-2	0%	6	-0.8%	0	-6
Cc1nn(CC(=O)NCCCN2CCN(Cc3ccccc3)CC2)c(=O)c2cc(-c3ccccc3)nn12	-7%	0%	-27	-15	9%	-5	0.5%	4	-4
Cc1ccccc1OCC(=O)OCC(=O)NCc1cccs1	-2%	-5%	3	2	-5%	-1	-1.2%	3	-2
COc1cccc(CNC(=O)CCCN2C(=O)CSc3c2c(C)nn3-c2ccccc2)c1	2%	5%	-5	5	4%	-7	3.8%	1	1
COc1ccc(CNC(=O)CCSCc2cccc(Cl)c2)c(OC)c1	-4%	-3%	2	-18	3%	-1	-0.9%	3	-4
COc1ccc(C2CC(c3ccccc3)=NN2C(=O)COC(=O)c2cccc(O)c2)cc1 (stereo not given)	2%	3%	/	/	1%	/	/	/	-9

As a working copy, some entries already given.
SMILES	GRP78 ERSR act	Vif-APOBEC3G blk	D2 potentiator	D1 antagonist	Vif-A3F inh	D1 potentiator	RXFP1 ag	D1 agonist	LDHA inh
Cc1cc(C=O)c(C)n1-c1ccc(NC2CCCCC2)c([N+](=O)[O-])c1	-8%	0%	-2	-2	13%	5	-0.8%	2	4
Cc1nc(SC(C)C(=O)NCC2CCCO2)c2cc(-c3ccccc3)sc2n1 (stereo not given)	-1%	4%	4	-9	-11%	-10	1.5%	10	0

Carrying on:
SMILES	GRP78 ERSR act	Vif-APOBEC3G blk	D2 potentiator	D1 antagonist	Vif-A3F inh	D1 potentiator	RXFP1 ag	D1 agonist	LDHA inh
Cc1nnc(SC(C)C(=O)N2CCc3ccccc32)s1 (stereo not given)	1%	0%	-2	1	-4%	-5	3.8%	0	-11
COc1cc2c(C(=O)N(C)c3cc(Cl)ccc3OC)cn(CC(C)C)c(=O)c2cc1OC	-2%	0%	-13	-6	6%	2	-4.7%	0	6
O=C1CCCc2cc(S(=O)(=O)NCC3CCC(C(=O)Nc4ccc(Cl)cc4)CC3)ccc2N1 (stereo not given)	4%	-6%	2	-1	-14%	-5	-0.1%	0	-4
COc1ccc(-c2c(C)nn3c(C(F)(F)F)cc(-c4ccccc4)nc23)cc1	-4%	3%	2	-8	5%	-2	0.6%	-1	-3
Cc1cc(C)cc(-n2nnc(C(=O)NCc3ccccc3Cl)c2N)c1	-3%	-6%	/	/	-2%	/	-1.0%	/	0
Cc1cccc(-c2nc3scc(CCNS(=O)(=O)c4ccc(F)cc4C)n3n2)c1	-5%	5%	-6	/	-1%	-3	-0.6%	11	6
COc1ccc(CN(Cc2ccccn2)C(=O)CN2C(=O)COc3ccccc32)cc1	-5%	-1%	-8	-1	2%	-3	0.4%	1	-10
O=C(CN1C(=O)NC2(CCCC2)C1=O)Nc1cc(Cl)ccc1N1CCCCC1	-5%	0%	8	2	4%	0	2.3%	42*	1
